NPY-Y2 PAM-ag = potentiators or agonists of human neuropeptide Y receptor Y2 | cells expressing NPY-Y2, potentiator/agonist read-out | activation, % at 3.6 µM | 0.45% of 220,000 active | AID 1359; in the data active = activation above about 27%;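 note: cells stimulated with NPY near EC25 plus isoproterenol at EC100; 0% = vehicle plus submaximal agonist and 100% = vehicle plus saturating agonist; some results beyond the cut were filed as inactive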
S1P4 agonist = activates the human S1P4 receptor | activation, % at 4.98 µM | S1P4-expressing cell line, agonist reporter assay | AID 1509 | O95977 | 0.35% of 220,000 active; in the data active = activation above about 11%;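 note: 0% = DMSO vehicle and 100% = reference agonist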
Target sequence (O95977 whole entry, looked up): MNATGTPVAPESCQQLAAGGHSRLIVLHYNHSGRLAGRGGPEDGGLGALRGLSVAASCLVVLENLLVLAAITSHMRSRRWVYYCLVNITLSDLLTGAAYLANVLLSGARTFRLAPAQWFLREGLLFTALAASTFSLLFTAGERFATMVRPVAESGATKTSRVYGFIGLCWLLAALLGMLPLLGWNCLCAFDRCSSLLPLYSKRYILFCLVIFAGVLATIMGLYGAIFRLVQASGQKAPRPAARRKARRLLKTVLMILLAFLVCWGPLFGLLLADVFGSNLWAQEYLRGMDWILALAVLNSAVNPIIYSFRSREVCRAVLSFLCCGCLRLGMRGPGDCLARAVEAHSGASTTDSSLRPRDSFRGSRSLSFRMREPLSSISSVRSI
NPY Y1 blocker = blocks the human neuropeptide Y Y1 receptor. HEK293-CNG Y1 cells, membrane potential fluorescence; NPY at EC95, then isoproterenol. inhibition, % at 3.6 µM. 1% of 200,000 active. P25929;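 active = inhibition above the campaign mean inhibition of all tested compounds plus 3 SD, cut at about 20% in these data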;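 note: 0% = DMSO wells given NPY plus isoproterenol and 100% = isoproterenol alone without NPY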
Target sequence (P25929 whole entry, looked up): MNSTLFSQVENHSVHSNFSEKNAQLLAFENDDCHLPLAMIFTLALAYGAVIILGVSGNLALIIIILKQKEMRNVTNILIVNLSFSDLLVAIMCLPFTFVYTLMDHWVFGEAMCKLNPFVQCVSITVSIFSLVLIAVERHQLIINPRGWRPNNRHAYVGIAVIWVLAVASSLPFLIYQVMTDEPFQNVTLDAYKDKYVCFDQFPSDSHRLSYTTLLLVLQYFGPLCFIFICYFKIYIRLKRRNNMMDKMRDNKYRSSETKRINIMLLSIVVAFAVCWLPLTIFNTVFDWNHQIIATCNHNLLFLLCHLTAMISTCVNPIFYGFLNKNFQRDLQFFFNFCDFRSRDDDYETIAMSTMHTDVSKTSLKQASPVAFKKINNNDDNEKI
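material = HEK293 cells with Y1 receptor plus CNG channel | also added = NPY 25 nM then isoproterenol 1 µM plus Ro 20-1724 25 µM | schedule = dye 3 h, compound 60 min room temperature, stimulation 45 min | measured by = membrane potential fluorescence | benchmarks = high control isoproterenol alone, low control NPY with isoproterenol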
S1P4 antagonist = antagonists of human S1P4 receptor. O95977. S1P4-expressing cells, antagonist mode, reporter read-out. inhibition, % at 4.98 µM. 0.26% of 220,000 active. AID 1510; in the data active = inhibition above about 29%;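 note: 0% = wells stimulated with agonist and 100% = vehicle wells without agonist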
p47phox inh = blocks human p47phox regulatory protein of NADPH oxidases | p47phox/p22phox peptide binding, fluorescence polarization, 2 h | inhibition, % at 24.7 µM | P14598 | 0.53% of 220,000 active;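 active = inhibition above about 30%, limit read from the data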;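 note: 0% = p47phox with labelled peptide and 100% = labelled peptide alone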
BaF3 parental = counter-screen for JAK2V617F inhibitors: parental Ba/F3 viability inhibitors; inhibition, % at 5.6 µM; 1.1% of 220,000 active; CellTiter-Glo ATP luminescence; AID 1486;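 active = inhibition above a per-campaign cutoff, the mean inhibition of all tested compounds plus 3 SD, cut at about 27% in these data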;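 note: 0% = DMSO wells and 100% = JAK Inhibitor I control wells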
Ba/F3 V617F tox = reduce viability of Ba/F3 cells dependent on JAK2V617F | Ba/F3 EpoR-JAK2V617F viability, ATP luminescence | inhibition, % at 5.6 µM | 1.1% of 220,000 active;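 active = inhibition above the campaign mean plus 3 SD over all tested compounds, cut at about 24% in these data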;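 note: cytokine-independent growth of Ba/F3 cells driven by EpoR plus mutant JAK2; 0% = DMSO-treated cells and 100% = JAK inhibitor I control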
NPY-Y1 PAM-ag = potentiators or agonists of human neuropeptide Y receptor Y1 | P25929 | NPY-Y1 expressing cells, potentiator/agonist activation | activation, % at 3.6 µM | 0.37% of 220,000 active; in the data active = activation above about 33%, passing the limit was not always enough;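 note: cells stimulated with NPY at EC10 then isoproterenol at EC100; 0% = low agonist plus stimulus and 100% = saturating agonist plus stimulus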
CHOP inh = CHOP inhibition in unfolded protein response | CHO-K1 CHOP-promoter luciferase, tunicamycin-induced, 15-18 h | inhibition, % at 10 µM | AID 2732 | 3.8% of 220,000 active;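 active = compounds that reduced the stress-induced luciferase reporter signal by more than about 70% of percent inhibition, limit read from the data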;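 note: 0% = tunicamycin plus vehicle and 100% = wells without tunicamycin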
* hit, by the source's call; . = no result given.

SMILES	NPY-Y2 PAM-ag	S1P4 agonist	NPY Y1 blocker	S1P4 antagonist	p47phox inh	BaF3 parental	Ba/F3 V617F tox	NPY-Y1 PAM-ag	CHOP inh
COc1ccccc1CNC(=O)c1ccccc1OCc1ccc(F)cc1	-3	1.8	7	-12	-6	7	3	6	50
NS(=O)(=O)c1ccc(Cl)c(C(=O)Nc2ccccc2[N+](=O)[O-])c1	7	-2.4	3	-13	-4	1	-4	7	-9
CC(C)CCN1CCN(C2CCN(c3ccccc3)CC2)CC1CCO (stereo not given)	8	-0.5	3	6	-8	7	2	4	11
COc1ccccc1Oc1ccc(Oc2ccccc2OC)cc1	1	1.6	6	1	-10	5	0	-20	19
O=C(c1ccccc1)N1CCC(c2nc3c(nnn3Cc3ccco3)c(=O)[nH]2)CC1	7	-1.8	0	-4	-8	8	-3	6	-10
Cc1[nH]c2ccccc2c1/C=C/C(=O)c1ccccc1	13	0.6	-5	7	-53	7	4	13	0
O=C(OCc1cc2ccccc2[nH]c1=O)c1ccccn1	-7	-2.8	4	-22	8	0	-3	-12	26
O=C(CSc1ncn[nH]1)Nc1ccc(S(=O)(=O)N2CCCC2)cc1	-1	0.8	-2	3	-4	6	1	7	38
O=S1(=O)CCN2C(Cc3ccc(SC(F)F)cc3)=CSC2=N1	12	0.9	1	2	-13	4	1	9	0
Cc1cccc(-n2c(C)cc(C)c(C#N)c2=O)c1	9	1.2	0	-17	-7	2	1	9	8
Cc1ccc(Cn2ncc3c(NCCCN4CCOCC4)ncnc32)cc1	-15	1.1	1	-15	-14	2	0	-13	-13
COC(=O)c1ccc(S(=O)(=O)N2Cc3ccccc3C2)cc1	-17	0.1	-3	-20	-1	5	4	-7	6
CCOC(=O)c1c(C)oc2cc(Cl)c(O)c(CN(C)C)c12	-20	1.4	.	-5	10	2	0	-29	18
CCc1nc(SCC(=O)N2CCc3cc(OC)c(OC)cc3C2)c(C#N)cc1C	-18	1.2	6	-11	.	2	-2	-6	.
C=CCn1c(=NC(=O)c2ccccc2[N+](=O)[O-])sc2cc(S(C)(=O)=O)ccc21	-1	-0.9	1	2	-8	0	0	-12	14
CC(c1ccon1)N(C)Cc1c(C(=O)N(C)Cc2ccccc2)nc2ccccn12 (stereo not given)	-1	1.3	-1	-5	6	4	3	-11	-5
O=C(CN1CCCCCC1)Nc1ccccc1F	-4	0.6	0	-22	-8	0	-4	2	28
CC(C)C1/C(=N/O)CC(c2ccccc2)NC1c1ccccc1 (stereo not given)	-1	-0.4	.	1	-12	3	-2	9	36
COc1ccc(OC)c(S(=O)(=O)Nc2cnc3ccccc3c2)c1	2	0.8	-2	8	-8	4	0	6	17
Cc1cc(Nc2ccccc2Br)n2nc(C)nc2n1	-5	-0.3	-2	7	-2	9	2	-12	-16
Cn1c(CNC(=O)c2cccs2)nnc1SCC(=O)Nc1ccccc1	6	1.2	-3	-15	-7	2	-5	-9	-4
Cc1cccc(N2C(=S)NC3c4cc(Cl)ccc4OC2(C)C3C(=O)N(C)C)c1 (stereo not given)	14	1.5	-4	-7	-9	5	-1	42*	-2
COc1cc(N2CN=c3s/c(=C\c4ccccn4)c(=O)n3C2)cc(OC)c1OC	5	1.8	1	-72	-16	3	-2	6	23
Cc1cc(Oc2ccc(C(C)(C)C)cc2)nc(N2CCOCC2)n1	-12	-3.2	8	-15	-3	7	1	-47	54
COc1ccc(-c2nn(-c3ccccc3)cc2C(=O)N/N=C/c2ccc([N+](=O)[O-])o2)cc1	-3	2.5	2	-16	7	5	-2	-5	90*
Cc1c(NC(=O)CSc2ccc3c(c2)OCCO3)c(=O)n(-c2ccccc2)n1C	-9	-2.2	-6	1	-5	7	-3	28	13
CCCn1c(N)cc(=O)n(C)c1=O	1	1.5	3	-4	8	0	-1	-3	46
COc1ccc(-c2cc(C(=O)NC(Cc3cc4ccccc4[nH]3)C(=O)O)c(C)o2)cc1OC (stereo not given)	-6	-2.7	5	-11	-15	-2	-5	12	4
Cc1cc(C)nc(NC(C)(C)C(=O)O)n1	10	1.7	-1	-12	21	5	1	16	6
O=C(N/N=C/C=C\c1ccc([N+](=O)[O-])cc1)c1cccnc1	-5	2.8	.	-1	-3	-2	-2	16	13
Cc1csc(NC(=O)CSc2nnc(NC(=O)C3CC(=O)N(c4ccccc4)C3)s2)n1 (stereo not given)	5	2.0	5	-12	-10	8	3	-13	38
O=C(c1cccc2ccccc12)N1CCN(c2ccc([N+](=O)[O-])c(N3CCOCC3)c2)CC1	2	0.3	3	-6	-5	1	-1	1	25
Cc1cccc(-n2c(=O)c3c4c(sc3n3c(=S)[nH]nc23)CCC4)c1	-8	0.8	8	-12	3	2	1	13	29
COCCCn1c(=S)[nH]c2ncccc2c1=O	-10	0.1	9	-5	-21	10	3	-8	-4
O=C(Nc1ccccc1O)c1ccc(NS(=O)(=O)c2cccc3cccnc23)cc1	2	0.2	12	17	-29	1	3	21	-8
Fc1ccc(CNC(=S)Nc2cccc(Cl)c2)cc1	11	-2.0	-1	-1	1	2	-4	23	6
CC(C)(C)c1nnc(N/N=C/c2ccc(Br)cc2)n(N)c1=O	-6	0.1	2	-5	-6	11	1	-34	33
Cc1ccccc1N1CCN(S(=O)(=O)N(C)C)CC1	1	2.7	-4	-2	-1	5	0	20	13
CC(=O)N1CCN(C(=S)NCc2ccccc2)CC1	4	1.2	-1	-13	3	6	4	0	11
Cc1onc(-c2c(Cl)cccc2Cl)c1C(=O)N=C(N)N1CC(C)OC(C)C1 (stereo not given)	2	-0.1	.	7	-77	5	2	11	7
Cc1ccccc1NC(=O)CSc1nc(O)cc(=O)n1C	5	0.8	.	-2	-105	-2	-1	18	7
COc1ccc(CCN(C)CCC(=O)Nc2c(C)cc(C)cc2C)cc1OC	-1	2.7	-2	-5	-5	1	2	-15	4
O=C(c1ccco1)N1CCC(c2nc(-c3ccccc3Cl)no2)CC1	12	1.7	1	-5	-14	4	-1	-12	3
Cc1ccnc(Sc2ccc([N+](=O)[O-])cn2)n1	2	-0.1	-1	-6	-5	4	-4	-8	3
O=C(CCSc1ccc(Br)cc1)Nc1cccnc1	2	-0.8	4	-9	-6	0	-4	1	17
Nc1cc(-c2ccc(Cl)cc2)nn1S(=O)(=O)c1ccccc1	3	0.9	4	-16	-13	12	1	-1	62
Cc1ccc(C(=O)Nc2nnc(-c3ccc(C(C)(C)C)cc3)s2)cc1	-1	1.5	1	-1	0	0	-1	-10	7
CN(C)S(=O)(=O)c1ccc(C(=O)NC(=O)CSc2ccccc2)cc1	7	1.3	4	-19	-6	4	-4	2	2

Looked up one by one from the entries so far (7):
SMILES	NPY-Y2 PAM-ag	S1P4 agonist	NPY Y1 blocker	S1P4 antagonist	p47phox inh	BaF3 parental	Ba/F3 V617F tox	NPY-Y1 PAM-ag	CHOP inh
O=C(c1ccco1)N1CCC(c2nc(-c3ccccc3Cl)no2)CC1	12	1.7	1	-5	-14	4	-1	-12	3
Cc1onc(-c2c(Cl)cccc2Cl)c1C(=O)N=C(N)N1CC(C)OC(C)C1 (stereo not given)	2	-0.1	.	7	-77	5	2	11	7
Cc1ccnc(Sc2ccc([N+](=O)[O-])cn2)n1	2	-0.1	-1	-6	-5	4	-4	-8	3
CC(C)(C)c1nnc(N/N=C/c2ccc(Br)cc2)n(N)c1=O	-6	0.1	2	-5	-6	11	1	-34	33
Cc1ccc(C(=O)Nc2nnc(-c3ccc(C(C)(C)C)cc3)s2)cc1	-1	1.5	1	-1	0	0	-1	-10	7
O=C(CCSc1ccc(Br)cc1)Nc1cccnc1	2	-0.8	4	-9	-6	0	-4	1	17
CC(=O)N1CCN(C(=S)NCc2ccccc2)CC1	4	1.2	-1	-13	3	6	4	0	11

Marked active in CHOP inh (from the list above):
Structure | NPY-Y2 PAM-ag | S1P4 agonist | NPY Y1 blocker | S1P4 antagonist | p47phox inh | NPY-Y1 PAM-ag | CHOP inh
COc1ccc(-c2nn(-c3ccccc3)cc2C(=O)N/N=C/c2ccc([N+](=O)[O-])o2)cc1 | -3 | 2.5 | 2 | -16 | 7 | -5 | 90*

More results follow.
SMILES	NPY-Y2 PAM-ag	S1P4 agonist	NPY Y1 blocker	S1P4 antagonist	p47phox inh	BaF3 parental	Ba/F3 V617F tox	NPY-Y1 PAM-ag	CHOP inh
CC(CCc1ccccc1)NC(=O)CN1CCOc2ccccc21 (stereo not given)	2	-0.1	3	-1	.	6	-4	-2	.
CC1=C(C(=O)Nc2ccccc2)C(c2ccccc2)N2C(=O)CSC2=N1 (stereo not given)	-2	10	-2	-10	-2	3	-1	18	28
Cc1cc(C)c2c3c(oc2n1)C(=O)N(c1cccc(Cl)c1)CC(=O)N3	-12	-0.4	.	14	-10	4	-6	-2	-10
CCOC(=O)c1[nH]c(C)c(C(=O)N2CCN(c3ccccc3OC)CC2)c1C	16	-2.1	-8	-12	-4	1	2	1	-6
c1coc(CNC2C3CC4CC(C3)CC2C4)c1 (stereo not given)	-10	-0.9	11	-13	-3	7	4	4	1
COc1cc(/C=N/NC(=S)Nc2cccc(C(=O)O)c2)ccc1O	5	2.1	-5	-20	1	6	5	1	14
CCCCOc1nc(N2CCOCC2)nc(C)c1[N+](=O)[O-]	-23	1.9	.	1	-377	0	16	-23	17
CCOC(=O)c1ccc(NC(=O)NCc2ccccc2OC)cc1	-4	1.2	2	-14	-3	3	6	1	18
Cc1cc(NC(=O)COC(=O)c2ccccc2S(=O)(=O)N(C)c2ccccc2)no1	-6	-0.2	4	2	-2	8	1	-10	-3
COC(=O)c1ccc(Cn2c(O)c(N=O)c3ccccc32)o1	6	1.6	1	-2	-7	-1	-1	-10	23
O=C(O)C1CCCCC1C(=O)NCCc1c[nH]c2ccccc12 (stereo not given)	-4	3.3	3	-24	-4	3	0	2	3
CCOc1ccc(/C=N/NC(=O)c2cc(-c3ccco3)nc3ccccc23)cc1	-8	-1.7	10	-16	-3	9	3	-21	104*
CC(C)(C)n1ncc2c(=O)n(CC(=O)NCc3ccccc3)cnc21	0	0.6	0	-2	8	3	-3	-5	-24
COCCCNc1nc2ccccc2nc1NS(=O)(=O)c1cccs1	6	0.9	-3	-1	-5	-1	-4	-4	3
